5HT1a antag: antagonists of human 5-HT1a serotonin receptor | P08908 | CHO 5-HT1a Ga15 NFAT-bla reporter, antagonist mode | inhibition, % at 10 µM | 62,000 compounds, 0.68% hits;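 active = inhibition above the mean of all tested compounds plus 3 SD, cut at about 43% in these data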;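 note: receptor stimulated by 5-CT agonist at 100 nM near EC80; beta-lactamase reporter measured by ratiometric fluorescence of a cleavable substrate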
M1 ag: agonists of M1 muscarinic receptor | CHO-M1 cells, Fluo-4 calcium fluorescence, agonist mode; stronger effect = higher value | B-score at 10 µM | 64,000 compounds, 3% hits;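 active = fluorescence rise, raw or as B-score row- and column-corrected plate score, outside the 99.7% band of its plate's samples, either direction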
S1P3 ag: activates the human S1P3 receptor; S1P3 NFAT-BLA reporter cells, agonism, FRET ratio; relative to 1 µM S1P, basal subtracted; activation, % at 4.5 µM; 60,000 compounds, 0.1% hits; AID 373; Q99500;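 active = activation above the screen-wide mean plus 3 SD, cut at about 4.5% in these data, passing the limit was not always enough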; note: some compounds called inactive have numbers as strong as hits
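Assay system: stable CHO line with human S1P3, Gα16, NFAT-BLA reporter; Detection: FRET β-lactamase substrate fluorescence, excitation 405 nm, 460/535 nm emission ratio, background-subtracted; Read-out: percent activation versus median 1 µM S1P response, basal-subtracted, per plate; Incubation: cells plated overnight, compound 4 h 37 °C, substrate 2 h RT.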
5HT1E antag: antagonists of human 5-HT1E serotonin receptor; P28566; CHO 5-HT1E Ga15 NFAT-bla reporter, FRET, antagonist; inhibition, % at 6 µM; 65,000 compounds, 0.99% hits;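 active = inhibition above a set limit, the mean inhibition across every tested compound plus 3 SD, cut at about 29% in these data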;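 note: signal is the 460 over 535 nm emission ratio of beta-lactamase substrate; 0% = agonist plus DMSO wells and 100% = wells without agonist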
Target sequence (P28566 whole entry, looked up): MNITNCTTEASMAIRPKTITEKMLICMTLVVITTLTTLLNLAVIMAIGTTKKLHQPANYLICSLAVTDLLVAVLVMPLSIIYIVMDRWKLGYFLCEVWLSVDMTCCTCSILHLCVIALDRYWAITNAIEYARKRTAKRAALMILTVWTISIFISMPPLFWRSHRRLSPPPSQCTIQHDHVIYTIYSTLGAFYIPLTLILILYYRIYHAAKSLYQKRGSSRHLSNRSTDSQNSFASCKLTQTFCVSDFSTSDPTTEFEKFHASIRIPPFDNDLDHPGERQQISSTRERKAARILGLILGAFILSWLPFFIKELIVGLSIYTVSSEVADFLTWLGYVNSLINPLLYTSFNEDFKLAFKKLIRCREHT
HTR1A agonist: activates the human 5-HT1a serotonin receptor; CHO 5-HT1a Ga15 NFAT-bla reporter, FRET ratio; 0% basal, 100% maximal reference agonist; activation, % at 10 µM; 65,000 compounds, 0.56% hits; AID 567;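 active = activation above the screen-wide mean activation plus 3 SD, cut at about 19% in these data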;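 note: 0% = DMSO wells and 100% = 5-CT at EC100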
S1P1 ag-PAM: activates or potentiates agonism at human S1P1 receptor; P21453; S1P1 CRE-bla cells, forskolin, beta-lactamase FRET, potentiator mode; S1P1 agonist co-added at EC20, 2 nM; 100% = saturating reference agonist, 0% = basal; activation, % at 9.5 µM; 56,000 compounds, 0.57% hits; AID 449;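 active = activation above a cutoff set at the mean activation of all tested compounds plus 3 SD, cut at about 54% in these data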;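 note: forskolin at 4 µM as EC80 and the EC20 agonist is SEW2871; 100% = SEW2871 at its EC100 plus forskolin at EC80; some compounds past the cut are filed as inactive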
5HT1E ag: agonists of human 5-HT1E serotonin receptor. 65,000 compounds, 0.69% hits. P28566. CHO 5-HT1E Ga15 NFAT-bla reporter, FRET; 0% DMSO wells, 100% control agonist wells. activation, % at 6 µM;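 active = activation above a set limit, the screen-wide mean activation plus 3 SD, cut at about 8.5% in these data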;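 note: 100% = positive control agonist at 1 µM giving full maximal response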
Jurkat viability: cytotoxic compounds reducing Jurkat cell viability | inhibition, % at 4 µM | 56,000 compounds, 1.2% hits | Jurkat E6.1 viability, ATP luminescence, 48 h | AID 463;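 active = inhibition above the mean inhibition of all tested compounds plus 3 SD, cut at about 28% in these data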
M1 antagonist: blocks the rat M1 muscarinic receptor response to acetylcholine. CHO-M1 cells, Fluo-4 calcium, ACh EC80 antagonist mode; stronger effect = lower value. B-score at 10 µM. 64,000 compounds, 3.4% hits. AID 628;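 active = calcium fluorescence response, raw or row-and-column corrected B-score, differing from the plate sample mean either way at a set confidence level, mostly lower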
Target sequence (P08482 whole entry, looked up): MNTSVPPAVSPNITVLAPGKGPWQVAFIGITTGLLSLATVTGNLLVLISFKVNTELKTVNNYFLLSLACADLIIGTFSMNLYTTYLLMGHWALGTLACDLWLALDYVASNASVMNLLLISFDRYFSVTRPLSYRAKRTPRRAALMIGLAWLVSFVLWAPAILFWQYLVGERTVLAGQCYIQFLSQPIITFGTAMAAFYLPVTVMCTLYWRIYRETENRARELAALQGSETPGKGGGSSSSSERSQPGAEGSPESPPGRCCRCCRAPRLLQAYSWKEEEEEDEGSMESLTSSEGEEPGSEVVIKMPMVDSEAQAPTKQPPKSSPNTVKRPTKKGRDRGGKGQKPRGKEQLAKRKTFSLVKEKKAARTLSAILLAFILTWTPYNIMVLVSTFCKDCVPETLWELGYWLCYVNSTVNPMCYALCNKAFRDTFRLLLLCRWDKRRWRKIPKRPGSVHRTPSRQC
Active calls of the source: *; . = not tested or not shown.

cpd	SMILES	5HT1a antag	M1 ag	S1P3 ag	5HT1E antag	HTR1A agonist	S1P1 ag-PAM	5HT1E ag	Jurkat viability	M1 antagonist
1	CCN(C(=O)c1cc2cccc(OC)c2oc1=O)c1ccccc1	-4	0.018	-1.2	-7	0.5	-15	-0.7	-11	0.22
2	CCOC(=O)CNC(=O)CCCCCC(=O)NCC(=O)OCC	.	-0.61	-2.8	-4	0.7	2	-0.3	.	0.2
3	COCCNC(=O)c1ccc2c(=O)n(CCOC)c(=O)[nH]c2c1	5	0	.	2	-0.8	.	-0.5	.	-0.26
4	CCOC(=O)c1sc2nc3n(c(=O)c2c1C)CCC(C)CC3 (configuration not stated)	-3	1.2	-0.3	6	0.0	7	-0.2	1	0.029
5	CCCCN(C(=O)NC(=O)Nc1ccccc1OCC)S(C)(=O)=O	27	0.044	-0.7	8	-3.1	-24	-0.8	-5	0.34
6	Cc1cccc(NC(=O)c2cc(N3CCOCC3)nc3ccccc23)c1	.	-0.41	-0.6	11	0.9	1	0.2	.	0.46
7	CC(C)C(NC(=O)C1CCCCC1)C(=O)Nc1ccccn1 (configuration not stated)	3	-0.76	-0.1	-2	-0.6	-1	0.1	-2	0.099
8	Cc1oc(-c2ccc(Cl)cc2)nc1CN1CCC(C(=O)NCc2ccco2)CC1	6	0.65	-1.2	-3	1.8	14	0.4	-9	-0.32
9	COc1ccc(OC)c(S(=O)(=O)Nc2ccccc2C)c1	13	0.47	-1.3	17	-3.3	-8	-1.5	4	-0.19
10	Cc1ccc(N2CCCCn3c2nc2c3c(=O)n(CC(=O)O)c(=O)n2C)cc1	9	-0.44	0.1	-4	-0.6	8	6.5	-9	0.2
11	CC1Cc2ccccc2N1C(=O)CSc1nnc(CNc2ccccc2)o1 (configuration not stated)	-17	-1.2	-0.1	-2	-2.7	13	-1.4	-5	-0.0094
12	CCCc1nnc(SCCSc2nnc(CCC)n2N)n1N	-8	0.18	.	4	-0.9	.	1.1	.	-0.58
13	Cc1nc2ccc(S(=O)(=O)NCC(=O)O)cc2s1	2	0.0094	0.5	-3	-3.8	-23	-0.1	-8	0.3
14	Cc1nn(-c2cc(N3CCOCC3)ccc2N)c(=O)c2ccccc12	-12	1.3	0.6	-7	1.8	-2	-0.1	-7	-0.43
15	CCOC(=O)c1c(C)n(CCO)c2ccc(O)cc12	10	-0.054	-0.9	0	-0.9	10	-1.2	4	0.23
16	Cc1noc(C)c1C(=O)Nc1nc(C23CC4CC(CC(C4)C2)C3)cs1	34	-0.1	-1.5	14	-0.2	12	-1.8	4	0.17
17	CCOC(=O)c1sc(NC(=O)CSc2ncn[nH]2)c(C#N)c1C	-17	-0.12	0.4	-1	-3.6	-19	0.1	5	0.0024
18	CCOC(=O)C1(Nc2nccs2)Sc2ccccc2NC1=O (configuration not stated)	8	0.48	-0.5	-5	1.6	33	1.1	83*	-1.9
19	COc1ccc(C(=O)COC(=O)c2ccco2)cc1	-2	-0.073	-0.8	0	-2.2	-2	-0.5	0	0.43
20	CN(C)S(=O)(=O)N1CCN(S(=O)(=O)c2ccccc2)CC1	-8	1.1	-0.3	5	-2.6	-6	-0.2	-2	0.095
21	CCn1c(Cn2nnc(-c3ccccc3)n2)nnc1SCc1ccc(Cl)c(Cl)c1	15	1.4	-0.8	-9	5.0	22	-0.6	-7	0.14
22	O=C(NCc1ccco1)c1cc2ccccc2o1	-5	-0.43	-1.3	0	-1.1	-12	0.3	-4	-0.13
23	CC1CCOC2(O1)C(=O)N(CN1CCN(c3ccccc3F)CC1)c1ccccc12 (configuration not stated)	-6	0.053	-0.5	-8	1.9	-3	14*	1	0.21
24	O=C(OCN1C(=O)c2ccccc2C1=O)c1ccccc1	-6	0.018	.	-9	3.1	.	0.2	.	0.072
25	CCCCn1cnc2c(c1=O)c1nc3ccccc3nc1n2Cc1ccc2c(c1)OCO2	.	0.008	0.5	-3	4.9	-5	0.3	.	0.32
26	C=CCSC1=N/C(=C\c2ccsc2)C(=O)S1	14	-0.026	-1.1	17	-4.0	3	-0.6	-4	-0.24
27	CCOCC(=O)Nc1ccc(S(=O)(=O)Nc2ncccn2)cc1	-12	0.39	-0.2	-7	-1.8	-49	0.4	5	0.52
28	CSc1nc(SCC(=O)NCc2ccco2)c2c3c(sc2n1)COC(C)(C)C3	26	-0.31	.	21	-0.1	.	-0.5	.	-0.16
29	CCOC(=O)C(C)Sc1nnc(-c2ccccc2O)n1-c1ccc(C)cc1 (configuration not stated)	25	0.052	-0.9	-6	-2.8	-3	-0.4	0	-0.53
30	C[C@H](NC(=O)OC(C)(C)C)c1nnc(SCC(N)=O)o1	1	-0.16	-0.5	-7	-3.1	15	1.6	0	-0.23
31	Cc1ccc(NC(=O)CN(C)S(=O)(=O)c2cnc[nH]2)cc1C	2	0.19	-1.5	5	-1.4	-19	-0.7	2	0.075
32	COc1ccc(NC(=O)N(Cc2cc3cc(OC)ccc3[nH]c2=O)CC2CCCO2)cc1 (configuration not stated)	0	4*	0.2	-5	0.3	-7	-1.0	6	-0.44
33	O=C1CSC(=NC(=O)c2ccccc2)N1	-6	-0.47	-1.7	-7	-2.0	-14	-0.1	-5	0.31
34	c1ccc2c(c1)NC1(CCCCC1)n1c-2nc2ccccc21	7	0.23	-0.3	-6	2.2	4	6.8	-1	0.1
35	O=C(CN1CCOCC1)Nc1cc(Cl)ccc1Cl	-11	-0.085	-0.7	-12	-2.1	-6	-0.4	1	0.75
36	COc1cccc(C(=O)Nc2ccc(NC(=O)c3ccco3)nc2)c1	17	-0.0019	-0.5	4	-2.0	14	0.2	-2	-0.25
37	CCn1c(C2CC(=O)N(Cc3ccccc3)C2)nc2ccccc21 (configuration not stated)	7	0.55	-0.9	4	-1.3	3	0.0	-3	0.79
38	CC(C)CN(CC(C)C)S(=O)(=O)N1CCC(C(=O)NCCN2CCOCC2)CC1	-24	0.25	-0.3	-2	-1.1	1	0.5	2	-0.16
39	O=S(=O)(Nc1ccc2c(c1)OCO2)c1ccc(Br)s1	14	0.11	0.0	7	-2.1	-12	-0.1	7	-0.33
40	O=C(Cn1cnc2c(cnn2-c2ccccc2Cl)c1=O)N1CCc2ccccc21	-7	-0.4	-0.6	-3	-0.4	9	-0.4	-4	0.053
41	Cc1c(C(=O)NCc2cccnc2)sc2nc(-c3ccc(F)cc3)cn12	-6	1.1	-1.1	28	2.5	-16	-0.5	14	-0.91
42	CCOC(=O)CCc1c(C)c2ccc(OCC(=O)N(CC)CC)c(C)c2oc1=O	-11	-0.21	-0.8	4	2.0	.	0.6	-7	-0.087
43	COCCNC(=O)CN(c1cc(Cl)ccc1OC)S(C)(=O)=O	-1	0.016	0.2	3	-1.7	-2	-0.4	-4	-1.5
44	CCOC(=O)CSc1nc2c(cnn2-c2ccc(C)cc2)c(=O)[nH]1	10	0.52	-0.4	-15	-0.5	-3	-0.2	10	0.8
45	Cc1ccc2c(c1)cc(CN(Cc1ccco1)C(=O)COc1ccccc1)c1nnnn12	1	-0.13	-0.2	0	1.7	-4	-0.4	8	-0.22
46	COc1cccc(Cn2c(-c3nonc3N)nc3ccccc32)c1	46*	0.61	-0.2	39*	-2.0	7	-0.3	81*	0.046
47	CCN(Cc1ccccc1)S(=O)(=O)c1nc2nc(C)c(C)c(C)n2n1	-2	-0.94	-0.4	-4	0.4	-30	0.1	0	0.82
48	CCC(C)N(C(=O)c1csnn1)C(C(=O)NCc1ccc(F)cc1)c1ccco1 (configuration not stated)	10	0.91	-1.2	-10	-1.6	-11	-0.6	-4	0.2
49	COc1ccccc1/C=C/CN1CC(C)OC(C)C1 (configuration not stated)	8	1.4	-0.8	-9	-0.7	.	2.0	4	0.73
50	O=C(NCc1ccco1)C1CCN(C(=O)c2cc3sccc3n2Cc2ccc(Cl)cc2)CC1	45*	1.3	-1.4	0	0.5	58	-0.7	5	-0.52

Grouped by structure: the entries above containing an NH in an aromatic ring (5)
cpd	SMILES	5HT1a antag	M1 ag	S1P3 ag	5HT1E antag	HTR1A agonist	S1P1 ag-PAM	5HT1E ag	Jurkat viability	M1 antagonist
3	COCCNC(=O)c1ccc2c(=O)n(CCOC)c(=O)[nH]c2c1	5	0	.	2	-0.8	.	-0.5	.	-0.26
17	CCOC(=O)c1sc(NC(=O)CSc2ncn[nH]2)c(C#N)c1C	-17	-0.12	0.4	-1	-3.6	-19	0.1	5	0.0024
31	Cc1ccc(NC(=O)CN(C)S(=O)(=O)c2cnc[nH]2)cc1C	2	0.19	-1.5	5	-1.4	-19	-0.7	2	0.075
32	COc1ccc(NC(=O)N(Cc2cc3cc(OC)ccc3[nH]c2=O)CC2CCCO2)cc1 (configuration not stated)	0	4*	0.2	-5	0.3	-7	-1.0	6	-0.44
44	CCOC(=O)CSc1nc2c(cnn2-c2ccc(C)cc2)c(=O)[nH]1	10	0.52	-0.4	-15	-0.5	-3	-0.2	10	0.8

Additional results follow:
cpd	SMILES	5HT1a antag	M1 ag	S1P3 ag	5HT1E antag	HTR1A agonist	S1P1 ag-PAM	5HT1E ag	Jurkat viability	M1 antagonist
51	O=C(CSc1ccc2c(c1)OCCO2)NC(=O)NC1CCCC1	-3	-0.28	.	-6	-1.8	.	-0.5	.	-0.34
52	CCOc1c(C(N)=O)c(-c2ccccc2)c2c(=O)[nH]c3ccccc3n12	-8	-0.55	-0.2	6	-0.4	-17	3.0	3	-0.014
53	O=C(c1ccco1)[C@@H]1[C@@H]2C(=O)N(c3ccccc3)C(=O)[C@@H]2C2c3ccccc3C=CN21 (some centres not stated)	10	3.9	-1.3	3	-1.5	16	-0.6	-3	-0.12
54	Cc1ccnc2c(N3C(=O)C4C5C=CC(C5)C4(C)C3=O)cccc12 (configuration not stated)	-10	-0.067	-0.4	-1	-1.0	-7	1.1	-1	0.049
55	CC(NC(=O)Cc1cccs1)C(c1cccs1)N1CCN(c2ccccc2)CC1 (configuration not stated)	7	-0.11	0.3	-5	-0.5	7	0.4	-1	-0.29

Bioassay records from PubChem.
